IL1B secr inh – qHTS for Inhibitors of Inflammasome Signaling: IL-1-beta AlphaLISA Primary Screen; THP-1 LPS/ATP IL-1B secretion, AlphaLISA, 16 h; stronger effect = lower value; activity change, % at 57.5 µM; hit rate 4.7% among 360,000; in the data active = activity change below about -50%; inconclusive = mostly about -30% to -49%; also: % is scaled to controls: 0 for no effect and ±100 for the full control effect
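Secreted IL-1B measured by AlphaLISA bead assay after 16 h compound exposure of THP-1 cells; compounds (final up to 57.5 uM) added 1 h before LPS (250 ng/mL) and ATP (1.25 mM) stimulation; lower signal means less secretion.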
S2 tox – Viability Counterscreen for Primary qHTS for Inhibitors of ATXN expression. AID 651635, 2014. Potency, µM (titrated, usually from 56.7 µM), actives largely listed as cytotoxic. S2 cells (HEK-293 line with an ATXN2-luciferase reporter) viability, CellTiter-Fluor protease fluorescence, 24 h. hit rate 0.49% among 400,000; also: potency is read from the fitted curve at half-maximal effect; nearly all actives have a fitted effect of over 40% in size
TGFb inhibitor – qHTS for Inhibitors of TGF-b; HepG2 CAGA-GFP TGF-b/SMAD3 reporter, GFP fluorescence, 18 h; TGF-beta stimulated, 500 pg/mL final; Potency, µM (titrated, usually from 46.1 µM), for the others: top-dose activity, negative = inhibition, most hits filed as inhibitors; hit rate 1.2% among 410,000; AID 588855, 2011; also: potency is read from the fitted curve at half-maximal effect; % is scaled to controls: 0 for no effect and ±100 for the full control effect; nearly all actives have a fitted effect of over 65% in size
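Cell-based qHTS in HEPG2 carrying a CAGA-GFP Smad reporter; compounds added before 500 pg/mL final TGF-beta, 18 h incubation at 37 degrees C, GFP fluorescence quantified per cell by imaging cytometry.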
MCF10A rerep – A quantitative high throughput screen for small molecules that induce DNA re-replication in MCF 10a normal breast cells; hit rate 2.9% among 350,000; Potency, µM (series often up to 46.1 µM), for inactives: top-dose activity, positive = re-replication, hits mostly activators; MCF 10A DNA re-replication, Hoechst nuclear intensity, 48 h; also: potency is read from the fitted curve at half-maximal effect; % of control where 0% means no effect; nearly all actives have a fitted effect of over 50% in size
ATXN2 expr inh – Primary qHTS for Inhibitors of ATXN expression; HEK-293 ATXN2-luciferase reporter, luminescence, 24 h; Potency, µM (highest dose often 57 µM), for the others: at the highest dose activity change, negative = inhibition, most hits filed as inhibitors; hit rate 0.72% among 360,000; also: potency is read from the fitted curve at half-maximal effect; % is scaled to controls: 0 for no effect and ±100 for the full control effect; nearly all actives have a fitted effect of over 55% in size
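qHTS (up to 57 uM final) was run with 24 h compound exposure of reporter cells at 37 °C. Each well was multiplexed: SteadyGlo luminescence measured ATXN2-luciferase expression after a fluorogenic Gly-Phe-AFC viability readout (25 uM final).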
Nrf2 activator – qHTS of Nrf2 Activators. hit rate 0.31% among 410,000. AREc32 ARE-luciferase reporter (MCF7-derived line), luminescence, 24 h. Potency, µM (titrated, usually from 46.1 µM), inactives show at the highest dose activation, most hits filed as activators; also: potency is read from the fitted curve at half-maximal effect; % of control where 0% means no effect; nearly all actives have a fitted effect of over 65% in size
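Steps: seed AREc32_Fluc cells (1000/well, 5% FBS OPTI-MEM); incubate overnight at 37 deg C; add 23 nL compound; incubate 24 hr; add Steady-Glo; hold 30 min RT; read luminescence.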
HepG2 viability – qHTS for Inhibitors of TGF-b: Cytotox Counterscreen; HepG2 CAGA-GFP viability, ATP luminescence, 18 h; Potency, µM (top dose mostly 46.1 µM), for the others: top-dose activity change, negative = cytotoxicity, actives largely listed as cytotoxic; hit rate 0.76% among 410,000; also: potency is read from the fitted curve at half-maximal effect; some results filed as inactive show a strong effect at the top dose
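CellTiter-Glo luminescence gave cytotoxicity after 18 hours at 37 degrees C. The cells were HepG2 CAGA-GFP in 1% FBS DMEM, stimulated with 500 pg/mL TGF-beta after compound addition. %Activity was normalised to no-cell wells (complete cell-killing) and DMSO (no toxicity), and curves were fitted and classified.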
A549 viability – Nrf2 qHTS screen for inhibitors: counterscreen for cytotoxicity; A549 ARE-Fluc cells, CellTiter-Fluor viability, 18-24 h; Potency, µM (series often up to 46 µM), for inactives: at the top dose activity change, negative = cytotoxicity, most hits filed as inhibitors; hit rate 0.16% among 390,000; also: potency is read from the fitted curve at half-maximal effect; % is scaled to controls: 0 for no effect and ±100 for the full control effect
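Cytotoxicity counterscreen: CellTiter-Fluor fluorescence was measured in A549 ARE_Fluc cells after 18-24 h of compound exposure in a concentration series. The subsequent BugLite luminescent read reports ARE-luciferase activity.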
Nrf2 inh – Nrf2 qHTS screen for inhibitors; A549 ARE-Fluc reporter, luciferase luminescence, 18-24 h; Potency, µM (highest dose often 46 µM), without a hit: top-dose activity change, negative = inhibition, usual class: inhibitors; hit rate 2.1% among 360,000; also: potency is read from the fitted curve at half-maximal effect; % is scaled to controls: 0 for no effect and ±100 for the full control effect; nearly all actives have a fitted effect of over 60% in size
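Quantitative HTS in A549 cells stably bearing an antioxidant response element-firefly luciferase construct. Inhibition of Nrf2-driven transcription was scored by luminescence after 18-24 h of compound exposure at 37 °C.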
The depositor's hits bear a star; i = inactive; u = inconclusive; x = not tested or not shown; [ ] = remark or other dose. Unless noted, calls follow the shape of the dose curve; as a rule, active = well fitted curve in the direction sought with a large enough effect; inconclusive = small, poorly fitted or top-dose-only effect, or another doubt; inactive = no such curve, though single readings can be large; an effect the other way counts as inactive or inconclusive.

SMILES	IL1B secr inh	S2 tox	TGFb inhibitor	MCF10A rerep	ATXN2 expr inh	Nrf2 activator	HepG2 viability	A549 viability	Nrf2 inh
CC(C)CC(NC(=O)CCC(=O)OCC(=O)[C@@]1(O)CCC2[C@@H]3CCC4=CC(=O)C=C[C@]4(C)C3[C@@H](O)C[C@@]21C)C(=O)O (stereo not given in full)	u	i	4%	-9%	x	0.1%	5%	-12%	u
CCOc1ccc(C(=O)NCCN2CCCC2)cc1	10	i	5%	4%	x	3.1%	-6%	-2%	0%
Cc1ccc(C)c(N2CCN(C(=O)Cn3cnc4onc(-c5ccc(F)cc5)c4c3=O)CC2)c1	x	i	-29%	x	-20%	4.7%	-33%	5%	21%
COc1ccc(C(=O)Nc2cccc3c2CCCC3)cc1	4	u	-10%	13µM*	-13%	0.6%	-37%	-11%	27%
Cc1cc(NC(=O)CSc2ncc(C(=O)Nc3ccc(F)cc3)c(=O)n2C)no1	x	x	-1%	x	x	3.5%	-1%	1%	x
Cc1ccc(C(=O)NC(=S)NNC(=O)c2ccccc2O)cc1	67	i	-10%	u	-38%	-0.6%	-7%	0%	u
Cc1cc(C)cc(NCc2nnc3n2CCCCC3)c1	x	i	-8%	x	6%	0.5%	-3%	5%	x
Nc1cc(=O)[nH]c(SCC(=O)NNC(=O)Cc2ccccc2)n1	42	u	0%	2%	-13%	0.0%	6%	9%	0%
Cc1c(C(=O)OCCOC(C)C)[nH]c2c1C(=O)CC(c1ccco1)C2 (stereo not given)	97	u	u	u	-17%	-0.4%	-20%	-20%	-1%
OC1c2cc(Br)ccc2N=C2CCCCCN21 (stereo not given)	28	i	-18%	x	6%	5.9%	-24%	x	x
COc1ccc(C(=O)N/C(=C\c2ccc(SC)cc2)C(=O)NCCCn2ccnc2)cc1OC	-7	i	1%	2%	-2%	2.5%	-1%	3%	-8%
FC(F)(F)c1cc(Cl)c2nc(-c3ccc(Cl)cc3)c(Cc3ccccc3)n2c1	0	i	u	x	5%	0.3%	2%	x	x
COc1ccc(N2CCN(C(=O)c3ccc4c(=O)n(Cc5ccc6c(c5)OCO6)c(=O)[nH]c4c3)CC2)cc1	24	i	3%	2%	-7%	-0.3%	-48%	0%	0%
COc1ccc(CN2CC(=O)N(c3ccccc3OC)C2=S)cc1OC	25	i	-5%	u	1%	-0.2%	6%	1%	u
CC1CN(S(=O)(=O)c2ccc(C(=O)N(CCCN(C)C)c3nc4cc5c(cc4s3)OCCO5)cc2)CC(C)O1 (stereo not given)	u	i	-5%	8%	6%	-0.4%	-3%	3%	u
CCCC(=O)NCc1cc(-c2nn(C)c(=O)c3ccccc23)ccc1C	-3	i	12%	12%	32%	3.6%	-18%	-9%	2%
Cn1c(=O)c2ccccc2n(CC(=O)N2CCCc3ccccc32)c1=O	0	i	-9%	-1%	-16%	0.1%	2%	1%	-7%
Cn1c(=O)c2c(nc(SCC(=O)NCC3CCCO3)n2C)n(C)c1=O (stereo not given)	-7	i	20%	-3%	9%	-0.5%	-2%	3%	u
COCCn1c(SCC(=O)Nc2nnc(C)s2)nnc1-c1ccoc1C	-9	i	9%	0%	-18%	-0.4%	0%	-3%	-7%
COCCCNC(=O)c1cnc2sc(N3CCCCCC3)nn2c1=O	x	x	0%	x	x	-0.1%	4%	-9%	18%

An excerpt from above in order of the Nrf2 inh value, falling.
| SMILES | Nrf2 inh |
| --- | --- |
| COc1ccc(C(=O)Nc2cccc3c2CCCC3)cc1 | 27% |
| Cc1ccc(C)c(N2CCN(C(=O)Cn3cnc4onc(-c5ccc(F)cc5)c4c3=O)CC2)c1 | 21% |
| Cn1c(=O)c2ccccc2n(CC(=O)N2CCCc3ccccc32)c1=O | -7% |

The list goes on.
SMILES	IL1B secr inh	S2 tox	TGFb inhibitor	MCF10A rerep	ATXN2 expr inh	Nrf2 activator	HepG2 viability	A549 viability	Nrf2 inh
COC(=O)[C@@H](NC(=O)/C=C/c1ccc(OC)cc1)C(C)C	2	i	-8%	0%	3%[11.3 µM]	0.1%	-11%	0%	1%
CC1CCCCC1NC(=O)COC(=O)c1cccn1C (stereo not given)	0	u	15%	-5%	x	2.2%	6%	4%	4%
COc1cc(/C=N/NC(=O)c2cc(-c3ccco3)nc3ccccc23)cc(OC)c1O	29	i	-10%	0%	11%	7.5%	-19%	-1%	-8%
COc1ccc(Cl)cc1C(=O)Nc1ccc(S(N)(=O)=O)cc1	-27	i	u	-3%	-19%	2.7%	-4%	0%	u
OCCCNc1ncnc2c1ncn2[C@H]1CN(C2CCCC2)C[C@@H](CO)O1	33	i	u	x	7%	0.3%	4%	x	x
Cc1ccc2c(c1)c1c(c(=O)n(-c3ccccc3)c(=O)n1CC(=O)NCCC1=CCCCC1)n2C	x	i	-21%	x	6%	-0.3%	-50%	15%	26%
C=CCn1c(=O)c2ccccc2n2c(SCC(=O)O)nnc12	7	i	0%	5%	3%	0.1%	1%	0%	-8%
COc1ccc(S(=O)(=O)Nc2ccc(CC#N)cc2)cc1	16	i	-3%	-4%	3%	0.1%	0%	1%	-9%
C[C@@H]1CN([C@@H](C)CO)C(=O)c2cc(-c3ccccc3F)cnc2O[C@H]1CN(C)Cc1cccc(F)c1	-22	u	-2%	x	3%	-2.7%	-5%	x	x
CS(=O)(=O)N1CCC(C(=O)Nc2ccc(C(N)=O)cc2)CC1	0	i	1%	2%	-1%	-0.3%	-2%	-3%	10%
COc1ccccc1C(=O)Nc1ccc(S(=O)(=O)Nc2nccs2)cc1	u	u	-28%	u	-17%	-0.3%	-20%	-3%	-20%
COc1ccc(OC)c(CNS(=O)(=O)c2ccc(-c3cc(C(F)(F)F)on3)s2)c1	x	x	-11%	x	x	0.6%	-31%	-5%	16µM*
CCOC(=O)c1cnc2ccc(C)cc2c1NCCN1CCOCC1	u	u	1%	1%	-3%	0.3%	-17%	1%	2%
Cc1ccc(OCCn2cc(/C=C(\C#N)C(=O)NCC3CCCO3)c3ccccc32)cc1 (stereo not given)	-13	i	-7%	18%	-5%	-0.2%[9.22 µM]	0%	1%	u
COc1cc(C(C)=O)ccc1OCC(O)Cn1nc(C)c(C(C)=O)c1C (stereo not given)	16	i	5%	0%	2%	0.3%	-3%	-1%	1%
Cc1ccccc1NC(=O)Cc1cccc(C(F)(F)F)c1	0	i	3%	-1%	-17%	1.4%	-2%	3%	5%
NS(=O)(=O)c1ccc(CCNC(=O)C2COc3ccccc3C2)cc1 (stereo not given)	x	i	5%	x	-1%	0.3%	9%	9%	x
COC(=O)Cn1c(O)c(N=NC(=O)CNC(=O)c2ccncc2)c2ccccc21	4	i	4%	-15%	0%	6.6%	8%	5%	1%
COc1ccc(NC(=O)/C(Cl)=C(/Cl)S(=O)Cc2ccc(Cl)cc2)cn1 (stereo not given)	-102*	2.8µM*	2.2µM*	u	2.5µM*	-2.6%[9.22 µM]	2.5µM*	21µM*	u
CC(C)NC(=NCc1ccc(Cl)cc1Cl)Nc1ccccc1	x	u	u	10%	x	-3.2%	-98%	-2%	-12%
Oc1cccc(-c2nc3c4c(ncn3n2)-c2ccccc2CC42CCCC2)c1	u	u	u	2.1µM*	u	-2.4%	-96%	u	23µM*
COc1ccc(Br)cc1C(=O)Nc1ccccc1N1CCN(C(=O)c2ccccc2)CC1	-63*	i	-27%	21%	u	9.3%	-1%	1%	u
CNc1snc(C)c1C(=O)OCC(=O)N(C)c1ccccc1	43	x	-4%	-6%	x	-0.1%	-16%	1%	0%
CN(C)CCNS(=O)(=O)c1ccc(Cl)cc1	-8	i	11%	0%	-4%	-0.7%	6%	-1%	9%
Cn1c(=O)n(Cc2ccc(F)cc2)c(=O)c2c1nc1n2CCN1Cc1ccco1	10	i	5%	u	0%	7.8%	4%	0%	u
COc1ccc(C)cc1NC(=O)Cc1c(C(=O)O)n(C)c2ccccc12	30	i	0%	1%	-14%	-0.7%	2%	0%	-10%
Cc1cc(NC(=O)c2cc(S(=O)(=O)N3CCCCC3)ccc2C)no1	0	i	-14%	11%	-6%	-0.7%	-1%	8%	12%
C/C(CC(=O)NC1CCCC1)=N\NC(=O)Cc1cccs1	19	i	0%	-23%	5%	0.4%	8%	9%	x
Cc1ccc(Nc2nc(N)c([N+](=O)[O-])c(N3CCOCC3)n2)cc1C	-3	i	2%	14%	2%	6.7%	-10%	6%	-5%
COc1ccc(C(=O)COC(=O)c2nn(C)cc2Cl)cc1	-1	i	10%	2%	21%	3.1%	-3%	2%	0%
O=C(CS(=O)(=O)c1ccccc1)Nc1cccnc1	7	i	20%	-2%	10%	-0.7%	-30%	0%	6%
CC1CCc2[nH]nc(C(=O)O)c2C1 (stereo not given)	9	i	2%	-1%	1%	0.2%	10%	3%	8%
COc1ccc(C(=O)N/C(=C/c2cccnc2)C(=O)N2CCN(C)CC2)cc1OC	2	i	2%	2%	5%	-0.3%	-2%	-4%	-1%
Cc1cccc(NC(=O)CSc2nccn2C)c1	-9	i	9%	-4%	31%[activator]	5.0%	6%	-2%	u
Cc1ccc2nc3ccc(N4CCCC4)nn3c(=O)c2c1	-13	i	-27%	2%	38%[activator]	-0.4%	-16%	-11%	7%
O=C(Nc1nc(-c2ccccc2)ns1)c1ccncc1	0	i	0%	5%	15%	5.7%	1%	-3%	12%
Cc1cc(C)cc(OCC(=O)OCC(=O)Nc2cc(S(=O)(=O)N3CCOCC3)ccc2C)c1	-13	i	-3%	0%	-9%	2.0%	7%	-6%	-10%
N#Cc1c(NC(=O)c2cnn3cccnc23)sc2c1CCCC2	-2	i	-8%	-5%	19%	3.1%	-9%	8%	16%
NC(=O)CSc1nc(O)cc(=O)n1-c1ccccc1	71	i	-11%	3%	0%	-0.2%	2%	-4%	-3%

Bioassay records: PubChem, National Center for Advancing Translational Sciences (NCATS)
